From PubChem BioAssay
TR-FRET SRC-2 ct: counter-screen for PPARgamma SRC-2 recruitment agonists: TR-FRET artefact; 200,000 compounds, 0.4% hits; TR-FRET ratio at 8 µM; AID 1049; stronger effect = higher value; in the data active means TR-FRET ratio above about 2000; further: inactives centre near 1500; reference of the scale not given here
bIAP activator: increases bovine intestinal alkaline phosphatase activity; purified bovine IAP, CDP-star luminescence, 30 min; stronger effect = higher value; fold of DMSO-control signal, blank-subtracted; activation factor at 20 µM; 200,000 compounds, 0.17% hits; AID 1016;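 active means activation factor of 2 or more at 20 µM, a signal rise over negative controls twice the positive control's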
TLR4 MyD88 comp: inhibitors of human TLR4-MyD88 binding | 200,000 compounds, 0.18% hits | AID 861 | O00206+Q99836 | HeLa CL3-4 TLR4/MyD88 BLA complementation, FRET ratio | inhibition, % at 8.4 µM; in the data active means inhibition above about 25%;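 further: 0% = vehicle and 100% = reference inhibitor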
ROMK mod: modulates human ROMK potassium channel activity; P48048; AID 1918; Tet-inducible ROMK, thallium flux fluorescence; actives lie on both sides; B-score at 10 µM; 130,000 compounds, 2% hits;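 active means signal ratio slope over the read window, or its plate-corrected B-score, at least 3 SD from the plate mean, either direction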;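 further: B-score of the F/F0 ratio slope over 7 to 12 s after thallium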
Target sequence (P48048 whole entry, looked up): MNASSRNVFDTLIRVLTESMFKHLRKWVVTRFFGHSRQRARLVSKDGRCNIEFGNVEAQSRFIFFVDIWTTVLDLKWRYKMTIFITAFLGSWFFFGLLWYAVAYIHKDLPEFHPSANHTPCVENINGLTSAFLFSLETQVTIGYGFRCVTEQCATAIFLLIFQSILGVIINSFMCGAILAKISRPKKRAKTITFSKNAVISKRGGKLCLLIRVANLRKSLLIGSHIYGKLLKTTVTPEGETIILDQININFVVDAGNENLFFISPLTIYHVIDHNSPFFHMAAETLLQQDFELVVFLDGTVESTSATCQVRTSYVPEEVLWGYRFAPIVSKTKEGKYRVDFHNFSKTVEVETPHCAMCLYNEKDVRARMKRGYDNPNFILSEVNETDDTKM
PPARg SRC2 recr: PPARgamma-driven SRC-2 recruitment agonism | AID 1032 | PPARgamma LBD-SRC-2 recruitment, biochemical | activation, % at 8 µM | 200,000 compounds, 0.34% hits | P37231; in the data active means activation above about 22%;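 further: 0% = vehicle and 100% = reference agonist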
Target sequence (P37231 whole entry, looked up, the tested form may be a part): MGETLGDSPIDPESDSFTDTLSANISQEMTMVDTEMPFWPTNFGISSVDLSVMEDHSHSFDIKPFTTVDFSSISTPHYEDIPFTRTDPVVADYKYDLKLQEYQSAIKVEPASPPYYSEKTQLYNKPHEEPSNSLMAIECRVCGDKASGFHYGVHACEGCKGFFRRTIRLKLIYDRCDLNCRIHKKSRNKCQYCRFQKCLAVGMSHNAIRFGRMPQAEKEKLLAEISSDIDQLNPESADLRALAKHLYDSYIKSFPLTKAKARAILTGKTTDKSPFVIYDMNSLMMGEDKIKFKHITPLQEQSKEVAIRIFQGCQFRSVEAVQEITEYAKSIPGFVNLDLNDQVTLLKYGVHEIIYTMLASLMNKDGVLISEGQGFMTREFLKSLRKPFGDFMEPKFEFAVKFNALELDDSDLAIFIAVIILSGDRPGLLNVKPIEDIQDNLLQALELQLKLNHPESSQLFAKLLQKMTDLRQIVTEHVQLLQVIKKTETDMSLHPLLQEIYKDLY
PPARg SRC-1 ag: PPARgamma-driven SRC-1 recruitment agonism | P37231 | PPARgamma-SRC-1 coactivator recruitment biochemical assay | activation, % at 8 µM | 200,000 compounds, 0.41% hits; in the data active means activation above about 19%;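 further: 0% = DMSO and 100% = reference agonist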
S1P3 antag: antagonists of human S1P3 receptor; Q99500; CHO S1P3 NFAT-BLA reporter, FRET fluorescence, antagonist mode; AID 485; 170,000 compounds, 0.27% hits; inhibition, % at 4.98 µM;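 active means inhibition above the plate cutoff, the mean inhibition of test wells on that plate plus 3 SD, cut at about 28% in these data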;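 further: cells challenged with S1P at its EC80 of 0.8 µM; blue over green emission ratio from cleaved BLA substrate after 4 h stimulation; 0% = S1P-stimulated wells and 100% = unstimulated DMSO-only wells; some compounds past the cut are filed as inactive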
PPARg SRC3 recr: promotes SRC-3 coactivator recruitment by human PPARgamma. activation, % at 8 µM. biochemical PPARgamma/SRC-3 coactivator recruitment assay. P37231. AID 731. 200,000 compounds, 0.26% hits; in the data active means activation above about 23%;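 further: 0% = DMSO and 100% = reference agonist; some compounds past the cut are filed as inactive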
bIAP inhibitor: intestinal alkaline phosphatase (bovine) inhibition; purified bovine IAP, CDP-star luminescence, 30 min; inhibition, % at 20 µM; 190,000 tested, under 10 active; AID 1019;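 active means over 50% inhibition of intestinal alkaline phosphatase at 20 µM in the single-dose screen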
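Assay system – bovine IAP enzyme · Quantity – bovine IAP at 1/65,000,000 final dilution · Detection – CDP-star luminescence signal · Times – 30 min reaction at room temperature · Also added – CDP-star substrate at 30 µM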
Lmaj promast: reduces viability of Leishmania major promastigotes | AID 1063 | inhibition, % at 10 µM | 200,000 compounds, 9% hits | resazurin fluorescence viability; in the data active means inhibition above about 50%;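 further: promastigotes grown with compound for 44 hours at 28 °C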
DTT redox prof: compounds producing H2O2 with reducing agent – biochemical, NIH compound library profiling, artefact control for MLSCN library redox annotation, primary screen. DTT-dependent redox cycling H2O2, phenol red/HRP absorbance; 100% = 100 µM peroxide control, 0% = buffer. activation, % at 10 µM. 200,000 compounds, 0.03% hits;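 active means activation of at least 50% relative to the plate's high and low controls in the primary single-dose screen; inactive means activation below 50%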;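 further: compound incubated with DTT at 0.8 mM final as the reducing agent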
* hit, by the source's call; . = not tested or not shown.

A first look (4 entries):
SMILES	TR-FRET SRC-2 ct	bIAP activator	TLR4 MyD88 comp	ROMK mod	PPARg SRC2 recr	PPARg SRC-1 ag	S1P3 antag	PPARg SRC3 recr	bIAP inhibitor	Lmaj promast	DTT redox prof
S=C(NC1CCCCC1)NN1CCOCC1	1386	1	11	0.32	1	4	6	4	0	-1	0.1
CC1CCCCN1C(=O)CSc1nnc(-c2ccco2)n1CC1CCCO1 (stereo not drawn)	1641	1	-10	0.36	-7	1	-19	-3	4	2	-0.2
CS(=O)(=O)N1CCN(c2ccccc2NC(=O)c2ccc(Cl)cc2)CC1	1439	0.9	1	.	1	8	15	7	6	-8	-4.1
CC(NC(=O)COc1ccccc1-c1ccccc1)c1ccccc1 (stereo not drawn)	1665	1	-9	.	1	1	0	2	-4	34	0.3

The whole of this part (from the top)
SMILES	TR-FRET SRC-2 ct	bIAP activator	TLR4 MyD88 comp	ROMK mod	PPARg SRC2 recr	PPARg SRC-1 ag	S1P3 antag	PPARg SRC3 recr	bIAP inhibitor	Lmaj promast	DTT redox prof
S=C(NC1CCCCC1)NN1CCOCC1	1386	1	11	0.32	1	4	6	4	0	-1	0.1
CC1CCCCN1C(=O)CSc1nnc(-c2ccco2)n1CC1CCCO1 (stereo not drawn)	1641	1	-10	0.36	-7	1	-19	-3	4	2	-0.2
CS(=O)(=O)N1CCN(c2ccccc2NC(=O)c2ccc(Cl)cc2)CC1	1439	0.9	1	.	1	8	15	7	6	-8	-4.1
CC(NC(=O)COc1ccccc1-c1ccccc1)c1ccccc1 (stereo not drawn)	1665	1	-9	.	1	1	0	2	-4	34	0.3
COc1ccc(Nc2c(C)cccc2C)cc1	1443	0.9	-5	.	2	7	.	7	7	1	2.9
COc1ccc(C)cc1NC(=O)CSc1nnnn1Cc1ccccc1	1450	0.9	8	.	2	0	21	-4	14	16	1.4
C/C(CC(=O)NC1CCCC1)=N\NC(=O)c1ccc([N+](=O)[O-])c(Cl)c1	1612	1.1	4	0.2	2	-5	-11	-2	-6	-5	-0.7
COC(=O)C1C(O)=C(C=Nc2ccc(N)cc2)C(=O)CC1(C)C (stereo not drawn)	1651	0.8	3	0.0054	11	2	.	13	18	-2	-2.0
CC1(C)CC(NC(=O)CCc2ccccc2)CC(C)(C)N1	1590	0.9	0	0.38	3	6	-15	2	12	1	-0.2
COc1cc2nc(-c3ccc(Br)o3)oc(=O)c2cc1OC	1550	1	6	-1	7	8	-17	11	-2	-7	0.8
c1cnc(NC2CCCCCC2)nc1	1490	0.9	-9	.	-3	-1	.	1	7	-5	2.4
C=CCn1c(SCn2nnc3ccccc3c2=O)nnc1-c1ccc(Br)cc1	1566	0.7	-11	-0.12	7	-7	-1	-17	26	15	-3.2
Cc1ccc(SCc2cc(=O)[nH]c(N3CCOCC3)n2)cc1	1445	1	-15	-0.058	-1	3	-37	4	-2	0	-1.3
Cn1c(=O)n(CC(=O)O)c(=O)c2c1nc1n2CCS1	1476	1	-2	0.44	4	0	-21	6	-1	-4	-1.8
Cc1ccc2nc(SCCC#N)nc(C)c2c1	1463	0.9	-4	.	11	0	-10	-5	8	-2	0.1
COc1cc2c(cc1OC)C(C)N(C(=O)Cn1ncc3c1-c1cc(C)ccc1OC3)CC2 (stereo not drawn)	1529	0.9	-10	.	3	5	.	17	5	3	0.7
c1ccc(CN2CCN(CCN3CCn4c3nc3ccccc34)CC2)cc1	1817	1	-1	.	1	3	-40	3	-1	-12	-1.1
Cc1ccc(/C=N/N2CCN(Cc3ccccc3)CC2)s1	1886	1.1	-1	-1.4	9	8	.	4	-5	-3	-0.5
COc1c(C)cccc1C(=O)Nc1ccc(CN2CCOCC2)cc1	1460	1	-5	.	-2	5	9	3	-5	98*	-0.3
CCCCNC(=S)N(C)/N=C/c1ccc(F)cc1	1436	0.8	3	-0.31	-14	-12	-10	-3	24	-6	0.1
CCCCCn1c(SCCCC)nc2c1c(=O)[nH]c(=O)n2C	1404	0.8	-4	.	-6	-1	-13	0	19	23	2.4
O=C(CN1CCN(c2ccccc2)CC1)N1N=CCC1c1ccccc1 (stereo not drawn)	1381	1	9	.	4	2	.	12	0	-5	1.7
COCC1CCCCN1Cc1cn[nH]c1-c1ccc(OC)cc1OC (stereo not drawn)	1515	1	-4	-0.53	7	-4	2	3	5	-6	0.9
O=C(c1cccs1)N1N=C(c2ccccc2)CC1c1ccccc1 (stereo not drawn)	1581	0.9	7	.	-3	-1	.	6	12	6	3.5
CCN(Cc1ccccc1)C(c1ccccn1)c1nnnn1C1CCCCC1 (stereo not drawn)	1544	0.9	13	.	-3	-6	.	1	6	33	0.7
More entries:
SMILES	TR-FRET SRC-2 ct	bIAP activator	TLR4 MyD88 comp	ROMK mod	PPARg SRC2 recr	PPARg SRC-1 ag	S1P3 antag	PPARg SRC3 recr	bIAP inhibitor	Lmaj promast	DTT redox prof
CCOC(=O)c1c(NC(=O)CSc2nnc(CNc3ccc(Cl)cc3)o2)sc(C)c1C	1580	0.9	6	.	0	6	.	0	9	8	0.2
Cn1c(=O)oc2cc(S(=O)(=O)NCCC(=O)Nc3ccc4c(c3)OCCO4)ccc21	1304	0.9	-8	.	-2	-10	-35	-3	14	-7	1.0
COc1cc2c(O)c3c(c(-c4ccc5c(c4)OCO5)c2cc1OC)C(=O)OC3	1601	1	-19	.	2	9	-1	10	-3	2	-0.1
CN(C)S(=O)(=O)Nc1ccc(Br)cc1F	1477	0.9	-1	0.47	7	-2	-1	-2	8	-8	-0.3
CCOc1cc(C(=O)NCCN2C(=O)S/C(=C\c3cccnc3)C2=O)cc(OCC)c1OCC	1561	1	15	0.17	5	-2	-11	-2	3	15	-0.3
O=C(N/N=C/c1c[nH]c2ccc(Br)cc12)c1ccncc1	1724	0.8	9	.	-7	9	5	0	22	9	0.2
COc1cc(C(=O)NC(=S)Nc2ccc([N+](=O)[O-])cc2)cc(OC)c1OC	1597	1	-5	.	7	-6	-10	3	-4	-3	-0.6
CCCC(=O)Oc1ccc(N(C(=O)CCC)S(=O)(=O)c2cccc([N+](=O)[O-])c2)cc1	1829	0.6	-5	-0.58	-3	6	-11	1	37	46	3.2
O=C(c1ccc(S(=O)(=O)N2CCOCC2)cc1)N1CCN(c2ccccn2)CC1	1665	1	-3	-0.97	6	-4	-13	8	-4	2	0.0
Cc1ccc2c(c1)C(=O)C(=O)N2CC(=O)OC(C)C	1384	0.9	-4	.	2	-7	.	2	10	2	2.5
COc1ccccc1/C=N/N1C(=O)C(CC(=O)Nc2ccc([N+](=O)[O-])cc2OC)SC1=Nc1cccc(C)c1C (stereo not drawn)	1490	1.1	-1	2.7*	-6	0	2	0	-10	25	0.1
COc1ccc(OCC(=O)NC(=S)Nc2ccc3c4c(cccc24)CC3)cc1	1730	1	9	2.1	3	8	-8	13	4	-8	1.7
COc1ccc(CNc2nc(-c3cccnc3)nn2C(=O)CC(C)C)cc1	1552	1	6	0.56	-1	4	14	0	4	-2	0.1
CCCn1c(=S)[nH]c2cc(C(=O)N3CCN(c4ccccc4OC)CC3)ccc2c1=O	1442	1.2	-10	.	0	-2	.	3	-18	2	1.1
Cc1[nH]c2ccccc2c1/C=C/C(=O)c1ccccc1	1638	1	27*	.	10	0	20	6	3	19	-0.4
CC(C)(C)c1ccc(S(=O)(=O)N2CCC(c3nc4ccc(Cl)cc4[nH]3)CC2)cc1	1540	1	-3	-0.53	8	7	.	-6	0	18	1.1
CC(NC(=O)c1ccc(F)cc1)c1ccccc1 (stereo not drawn)	1515	1.1	1	.	-6	0	.	-1	-6	-4	2.1
O=C1C=CC(=O)N1c1ccc(OC(F)F)cc1	1490	1	8	-0.28	8	-3	5	6	-3	-4	-0.5
O=C(CC1C(=O)N(c2ccccc2)C(=O)N1Cc1ccco1)Nc1ccccc1 (stereo not drawn)	1489	0.8	-4	-0.4	-5	-5	-2	-1	22	-2	-3.0
CC1(C)N=C(c2cccc(F)c2)C(=O)N1	1565	1	-4	0.18	3	5	9	2	2	-4	6.2
CCC(CO)NC(=O)c1cc2c(s1)CCC2 (stereo not drawn)	1678	1	-1	.	8	6	.	1	-3	-3	-0.1
O=c1oc2cc(OCc3nn[nH]n3)ccc2c2c1CCCC2	1656	0.9	4	0.33	-2	5	-1	2	7	0	1.8
COC(=O)C1=C(C(=O)OC)C(c2cc(Br)ccc2O)c2sc(=O)[nH]c2S1 (stereo not drawn)	1754	0.9	-8	0.82	2	2	-11	3	5	65*	0.4
CCOC(=O)c1sc(NC(=O)CCCn2nc([N+](=O)[O-])cc2C)c(C(=O)OCC)c1C	1480	0.9	8	-1.1	1	-9	-7	-6	9	9	-0.5
Cn1c(=O)c2[nH]c(NCC3CCCO3)nc2n(-c2ccccc2)c1=O (stereo not drawn)	1435	1	8	.	6	0	2	-1	-1	5	1.8
Next part.
SMILES	TR-FRET SRC-2 ct	bIAP activator	TLR4 MyD88 comp	ROMK mod	PPARg SRC2 recr	PPARg SRC-1 ag	S1P3 antag	PPARg SRC3 recr	bIAP inhibitor	Lmaj promast	DTT redox prof
Cc1cccc(C)c1NC(=O)C(=O)c1cn(C)c2ccccc12	1452	0.9	-2	-0.007	-5	-6	1	1	13	5	3.0
O=c1cc(CN2CCc3ccccc32)c2ccc(O)cc2o1	1833	1.5	9	-0.089	3	16	2	3	-45	-18	-0.8
COc1ccc(-c2cc3c(=O)n(CC(=O)NC4CCN(Cc5ccccc5)CC4)ncn3n2)cc1	1520	0.8	11	.	3	-6	7	-6	19	0	2.1
CCCN(CCC)C(=O)CP(=O)(c1ccccc1)c1ccccc1	1601	0.9	0	-0.08	3	-1	.	-1	14	-7	4.3
COC(=O)c1ccc(NC(=O)c2ccccc2-c2ccccc2C(=O)O)cc1	1477	1.2	3	-0.32	2	0	-5	1	-19	-6	-0.4
Cc1onc(-c2ccccc2Cl)c1C(=O)OCC(=O)Nc1cccc(S(=O)(=O)N(C)C)c1	1266	1	8	0.33	-11	0	14	-1	2	30	0.6
CCC(C)/C(C)=N/NC(=O)CSc1nc2ccccc2[nH]1 (stereo not drawn)	1799	1.2	-1	0.019	-2	-2	1	-2	-18	6	-1.9
CCOC(=O)C(Sc1ncn[nH]1)c1ccccc1 (stereo not drawn)	1501	1.2	-9	.	6	9	-5	4	-24	-6	0.5
CC(C)(C)c1cc(NC(=O)c2ccc(OC3CCCC3)cc2)no1	1548	1	8	.	1	-1	12	3	1	5	0.0
CCN1C(=O)CC(N2CCN(c3ccc(C(=O)c4ccccc4)cc3)CC2)C1=O (stereo not drawn)	1612	1.2	-8	.	5	3	5	15	-20	30	-1.0
CCc1c(C(=O)NCCc2ccc(OC)c(OC)c2)[nH]c(C)c1C(C)=O	1525	1	-6	.	-1	6	11	-1	-1	0	2.9
Cc1cc([N+](=O)[O-])nn1Cn1nc([N+](=O)[O-])cc1C	1327	1.1	3	0.46	6	0	-9	2	-5	7	-2.5
COc1ccc(-c2cc(C(=O)Nc3cc(C)on3)no2)cc1	1606	0.9	4	-0.82	4	7	10	0	9	-3	-2.7
O=c1[nH]c(=O)n(Cc2ccccc2)c2c1CCC2	1512	1	11	.	-8	-5	-21	-9	-3	3	2.9

TLR4 MyD88 comp, what is marked active above
mol,bIAP activator,TLR4 MyD88 comp,ROMK mod,PPARg SRC2 recr,PPARg SRC-1 ag,S1P3 antag,PPARg SRC3 recr,bIAP inhibitor,DTT redox prof
Cc1[nH]c2ccccc2c1/C=C/C(=O)c1ccccc1,1,27*,.,10,0,20,6,3,-0.4
